IDH1 mut inh: inhibitors of human IDH1 R132H. inhibition, % at 10 µM. AID 624101. IDH1 R132H reductase, diaphorase/resazurin fluorescence, 60 min. hit rate 0.18% among 70,000. O75874; in the data active means inhibition above about 34%;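 further: 0% = DMSO and 100% = no enzyme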
Target sequence (O75874 whole entry R132H): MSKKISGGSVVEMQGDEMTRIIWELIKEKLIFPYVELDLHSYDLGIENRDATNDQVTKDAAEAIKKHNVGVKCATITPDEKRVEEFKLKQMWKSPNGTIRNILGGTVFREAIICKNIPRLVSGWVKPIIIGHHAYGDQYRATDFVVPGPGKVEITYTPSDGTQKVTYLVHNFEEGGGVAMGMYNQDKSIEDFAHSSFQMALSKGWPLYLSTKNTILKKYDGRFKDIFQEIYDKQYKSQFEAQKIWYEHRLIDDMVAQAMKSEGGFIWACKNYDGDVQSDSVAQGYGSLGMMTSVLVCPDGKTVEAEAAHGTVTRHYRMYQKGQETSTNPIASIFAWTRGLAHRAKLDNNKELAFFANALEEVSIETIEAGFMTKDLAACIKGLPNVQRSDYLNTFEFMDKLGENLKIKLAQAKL
EZH2 inh: inhibitors of human EZH2/PRC2 methyltransferase. hit rate 0.35% among 57,000. AID 651548. PRC2 H3K27 methylation, DELFIA TRF, 1 h. inhibition, % at 12.5 µM. Q15910;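 active means mean inhibition of replicates at least 50% and every single replicate also reaching 50%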;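 further: dimethyl H3K27 on biotinylated H3 21-44 peptide detected by antibody; plate controls were median neutral control wells for no effect and median positive control wells for full effect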
* hit, by the source's call; / = not tested or not shown. Only part of the results is shown; rates above refer to the full screens.

Values run as follows: IDH1 mut inh	EZH2 inh
> C[C@H](CO)N1C[C@H](C)[C@H](CN(C)Cc2ccc(F)cc2)Oc2ncc(Br)cc2C1=O
 : 14	4
> CN(C)C(=O)C[C@H]1C[C@@H]2c3cc(NC(=O)c4ccc5c(c4)OCO5)ccc3O[C@@H]2[C@@H](CO)O1
 : -1.2	0
> C[C@@H]1CN([C@H](C)CO)C(=O)c2cc(C3=CCCCC3)cnc2O[C@@H]1CN(C)C(=O)c1ccc(F)cc1
 : -0.8	-20
> CCCC(=O)Nc1ccc2c(c1)C(=O)N(C)C[C@@H](OC)[C@H](C)CN(C(=O)CC1CC1)[C@H](C)CO2
 : 0.3	-4
> COC(=O)c1ccccc1NC(=O)C1CCCN(S(=O)(=O)c2ccc(Br)cc2)C1 (stereo not drawn)
 : 0.3	-5
> CO[C@@H]1CN(C)C(=O)c2ccc(NC(=O)Cc3ccccc3)cc2OC[C@H](C)N(CC2CC2)C[C@H]1C
 : 0.2	5
> COc1ccc(CN(C)C[C@H]2Oc3c(NC(=O)Nc4c(C)noc4C)cccc3C(=O)N([C@H](C)CO)C[C@@H]2C)cc1
 : /	5
> O=C(CN1C(=O)c2ccccc2C1=O)Nc1ccc(S(=O)(=O)N2CCCCCC2)cc1
 : -0.1	-5
> COc1cc(C(=O)NC(=S)Nc2cccc(-c3nc4ncccc4o3)c2C)cc(OC)c1OC
 : 0.4	-4
> C/C=C/c1ccc2c(c1)O[C@@H](CN(C)Cc1ccccn1)[C@H](C)CN([C@H](C)CO)S2(=O)=O
 : -1.1	-1
> C[C@H](CO)N1C[C@H](C)[C@H](CN(C)S(=O)(=O)c2ccccc2F)Oc2ncc(C#Cc3ccccc3F)cc2C1=O
 : 0.1	/
> C[C@H](CO)N1C[C@H](C)[C@@H](CN(C)S(=O)(=O)c2ccc(Cl)cc2)Oc2c(NC(=O)Nc3ccc(C(F)(F)F)cc3)cccc2C1=O
 : 0.9	/
> CCn1c(SCC(=O)Nc2cc(Cl)ccc2Cl)nnc1-c1ccccc1OC
 : 0.2	4
> CCCN(C)C[C@H]1Oc2ncc(-c3ccccc3)cc2C(=O)N([C@H](C)CO)C[C@@H]1C
 : -0.2	-18
> Cc1noc(C)c1S(=O)(=O)Nc1ccc2c(c1)C(=O)N([C@@H](C)CO)C[C@@H](C)[C@H](CN(C)S(=O)(=O)c1c(C)noc1C)OCCCC[C@@H](C)O2
 : 0.8	/
> C[C@@H]1CN([C@@H](C)CO)C(=O)c2cc(C#Cc3ccccc3F)cnc2O[C@@H]1CN(C)C(=O)C1CC1
 : -1.3	-3
> C[C@H]1CN([C@@H](C)CO)C(=O)c2cc(C#CCN(C)C)cnc2O[C@H]1CN(C)C(=O)NC1CCCCC1
 : -1.7	/
> O=C(N[C@H]1C=C[C@@H](CC(=O)N2CCOCC2)O[C@@H]1CO)c1ccccn1
 : 0.2	2
> CO[C@H]1CN(C)C(=O)c2cc(NC(=O)Nc3cc(Cl)cc(Cl)c3)ccc2OC[C@@H](C)NC[C@@H]1C
 : 0.4	-25
> Cc1nc2ccccc2n1CC(O)COc1ccccc1Cl (stereo not drawn)
 : -0.6	-2

3 structures already listed, ordered by molar mass, descending.
Values run as follows: IDH1 mut inh	EZH2 inh
> C[C@H](CO)N1C[C@H](C)[C@@H](CN(C)S(=O)(=O)c2ccc(Cl)cc2)Oc2c(NC(=O)Nc3ccc(C(F)(F)F)cc3)cccc2C1=O
 : 0.9	/
> CO[C@@H]1CN(C)C(=O)c2ccc(NC(=O)Cc3ccccc3)cc2OC[C@H](C)N(CC2CC2)C[C@H]1C
 : 0.2	5
> C/C=C/c1ccc2c(c1)O[C@@H](CN(C)Cc1ccccn1)[C@H](C)CN([C@H](C)CO)S2(=O)=O
 : -1.1	-1

Entries of single compounds, quoted from the list.
Entry for CCCC(=O)Nc1ccc2c(c1)C(=O)N(C)C[C@@H](OC)[C@H](C)CN(C(=O)CC1CC1)[C@H](C)CO2 : IDH1 mut inh: 0.3; EZH2 inh: -4
Entry for COc1ccc(CN(C)C[C@H]2Oc3c(NC(=O)Nc4c(C)noc4C)cccc3C(=O)N([C@H](C)CO)C[C@@H]2C)cc1 : IDH1 mut inh: /; EZH2 inh: 5

(further entries)
Values run as follows: IDH1 mut inh	EZH2 inh
> O=C(Nc1ccccc1C(=O)O)c1cccc(S(=O)(=O)NCc2ccccc2)c1
 : -0.7	11
> CCCN1C[C@@H](C)[C@H](OC)CN(C)C(=O)c2cc(NS(=O)(=O)c3ccccc3)ccc2OC[C@H]1C
 : 0.1	-6
> C[C@H]1CCCCO[C@H](CN(C)CC2CCCCC2)[C@@H](C)CN([C@@H](C)CO)C(=O)c2cc(NC(=O)c3ccncc3)ccc2O1
 : 2.7	/
> CO[C@@H]1CN(C)C(=O)c2ccc(NC(=O)NC(C)C)cc2OC[C@@H](C)N(C(=O)NC(C)C)C[C@H]1C
 : 0.1	-6
> O=C(C[C@H]1C[C@@H]2c3cc(NS(=O)(=O)c4ccc(F)cc4)ccc3O[C@@H]2[C@H](CO)O1)NCc1ccccc1F
 : -0.2	-4
> COc1ccc([Si](C)(C)[C@H]2[C@H](CCn3cc([C@H](O)c4ccccc4)nn3)O[C@@]3(C(=O)N(Cc4cccc(N5CCOC5=O)c4)c4ccccc43)[C@@H]2C)cc1
 : 0.3	10
> C[C@H](CO)N1C[C@H](C)[C@H](CN(C)C(=O)c2ccncc2)Oc2ncc(C3=CCCCC3)cc2C1=O
 : -2.3	-12
> Cc1ccc(NC(=O)CSc2nnc(-c3cccc4ccccc34)n2-c2ccccc2)c(C)c1
 : 0.1	-4
> CC(C)NC(=O)Nc1ccc2c(c1)C(=O)N([C@@H](C)CO)C[C@H](C)[C@@H](CN(C)Cc1ccccc1)O2
 : /	6
> O=C(C[C@@H]1C=C[C@H](NS(=O)(=O)c2ccc(F)cc2)[C@H](CO)O1)NC1CCC1
 : 0.2	2
> CO[C@@H]1CN(C)C(=O)c2ccc(NC(=O)C3CCC3)cc2OC[C@H](C)N(Cc2ccc(F)cc2)C[C@@H]1C
 : 0.1	-11
> COc1ccc(C(=O)Nc2ccc3c(c2)OC[C@H](C)N(C(C)=O)C[C@@H](C)[C@@H](OC)CN(C)C3=O)cc1
 : -0.1	-12
> Cc1nn(-c2ccccc2)cc1C1C=C(c2ccc(Cl)cc2)N=C2SCC(=O)N21 (stereo not drawn)
 : 1.3	-4
> COc1cccc(-c2cnc3c(c2)C(=O)N([C@H](C)CO)C[C@H](C)[C@H](CN(C)S(=O)(=O)c2cn(C)cn2)O3)c1
 : -8.3	6
> O=c1[nH]c(CSc2nnc(-c3ccccc3)n2-c2ccccc2)nc2ccccc12
 : 0.1	-2
> O=C(N[C@@H]1CC[C@@H](CCNC(=O)C2CCC2)O[C@@H]1CO)c1ccccn1
 : 0.4	-8
> COc1ccc(CN(C)C[C@@H]2Oc3ccc(NS(=O)(=O)c4cn(C)cn4)cc3CC(=O)N([C@H](C)CO)C[C@@H]2C)cc1
 : 0.9	3
> C[C@@H]1CN([C@@H](C)CO)C(=O)Cc2cc(NS(=O)(=O)c3ccc(F)cc3)ccc2O[C@H]1CN(C)Cc1ccncc1
 : 22	2
> COc1ccc(-c2cnc3c(c2)C(=O)N([C@H](C)CO)C[C@@H](C)[C@@H](CN(C)C(=O)Cc2ccncc2)O3)cc1
 : 3.0	/
> C[C@@H]1CN([C@@H](C)CO)C(=O)c2cc(NC(=O)Cc3ccccc3)ccc2O[C@@H](C)CCCCO[C@H]1CN(C)C
 : 0.1	6
> C[C@H](CO)N1C[C@H](C)[C@H](CN(C)S(=O)(=O)c2ccc(Cl)cc2)Oc2ccc(NS(=O)(=O)c3ccc(Cl)cc3)cc2C1=O
 : 1.5	/
> CC(C)NC(=O)N[C@@H]1C=C[C@H](CC(=O)NCCCN(C)C)O[C@@H]1CO
 : 0.2	-4
> C[C@@H]1CN([C@H](C)CO)S(=O)(=O)c2ccc(C#CC3(O)CCCC3)cc2O[C@@H]1CN(C)CC1CC1
 : 0.8	-6
> O=C(C[C@H]1C[C@@H]2c3cc(NC(=O)C4CCOCC4)ccc3O[C@@H]2[C@@H](CO)O1)NCc1ccc2c(c1)OCO2
 : -0.1	5
> O=C(Cn1cc(C(=O)c2cccs2)c2ccccc21)Nc1ccc(Br)cc1
 : 0.7	5
> C[C@@H]1CN([C@H](C)CO)C(=O)c2cc(NC(=O)Cn3cnnn3)ccc2O[C@H]1CN(C)C
 : 5.0	/
> CC(C)NC(=O)Nc1ccc2c(c1)C(=O)N([C@@H](C)CO)C[C@H](C)[C@H](CN(C)Cc1ccc3c(c1)OCO3)O2
 : -0.1	/
> C[C@@H]1CN([C@H](C)CO)C(=O)c2cc(NC(=O)Nc3ccc4c(c3)OCO4)ccc2O[C@H]1CN(C)Cc1ccncc1
 : -2.1	/
> O=C(C[C@@H]1C[C@@H]2c3cc(NC(=O)C4CCOCC4)ccc3O[C@@H]2[C@@H](CO)O1)NCc1cc(F)ccc1F
 : 1.9	7
> Cc1noc(C)c1NC(=O)Nc1ccc2c(c1)C(=O)N([C@H](C)CO)C[C@@H](C)[C@@H](CN(C)Cc1ccc(C(F)(F)F)cc1)O2
 : 0.3	7
> CCNc1nc(NC(C)(C)C)nc(N(C#N)CC(=O)OC)n1
 : 0.9	/
> C[C@@H]1CN([C@H](C)CO)C(=O)c2cc(C#CCc3ccccc3)cnc2O[C@H]1CN(C)CC1CCOCC1
 : -2.1	-3
> C[C@@H]1CN([C@@H](C)CO)C(=O)c2cc(NC(=O)c3ccccc3)ccc2O[C@@H](C)CCCCO[C@@H]1CN(C)C
 : /	-2
> COc1ccc(NC(=O)CN(c2ccc(Cl)cc2Cl)S(C)(=O)=O)cc1
 : -0.5	-1
> C[C@H]1CN([C@@H](C)CO)C(=O)c2cccc(NC(=O)C3CC3)c2O[C@H]1CN(C)C(=O)Nc1cccc2ccccc12
 : 1.0	1
> O=C(N[C@H]1CC[C@@H](CCn2cc(-c3ccccc3)nn2)O[C@@H]1CO)c1ccccc1F
 : -0.3	-8
> C[C@@H]1CN([C@H](C)CO)C(=O)c2cc(NC(=O)CCCN(C)C)ccc2O[C@@H](C)CCCCO[C@@H]1CN(C)Cc1ccc(C(F)(F)F)cc1
 : 4.9	/
> O=C1O[C@@H](c2ccccc2)[C@@H](c2ccccc2)N2[C@@H](c3ccc(OCCO)cc3)[C@]3(C(=O)Nc4ccccc43)[C@@H](C(=O)NC[C@H](O)c3ccccc3)[C@H]12
 : /	-16
> COc1ccc(CN(C)C[C@@H]2OCCCC[C@@H](C)Oc3ccc(NS(=O)(=O)c4ccc(Cl)cc4)cc3C(=O)N([C@@H](C)CO)C[C@@H]2C)cc1
 : 2.3	/
> CNC[C@@H]1Oc2c(N)cccc2C(=O)N([C@H](C)CO)C[C@H]1C
 : 3.2	1
> O=C(N[C@H]1C=C[C@H](CC(=O)N2CCc3ccccc3C2)O[C@H]1CO)C1CCC1
 : -0.2	4
> Cc1cccc2c1N(C)C(=O)C2(O)CC(=O)c1ccco1 (stereo not drawn)
 : 3.7	24
> COC(=O)C1=CO[C@@H](O[C@@H]2O[C@H](CO)[C@@H](O)[C@H](O)[C@H]2O)[C@H]2[C@@H]1[C@H](O)C[C@]2(C)O
 : 0.1	/
> NC(=O)COc1ccc(/C=N/NC(=O)CCCCCCC(=O)NO)cc1
 : -0.1	7
> C[C@H](CO)N1C[C@H](C)[C@H](CN(C)Cc2ccc(F)cc2)Oc2ncc(-c3cccc(F)c3)cc2C1=O
 : -0.6	/
> CO[C@@H]1CN(C)C(=O)c2cc(NS(=O)(=O)c3ccc(C)cc3)ccc2OC[C@H](C)N(Cc2nccs2)C[C@@H]1C
 : 0.1	0
> C[C@H]1CN([C@@H](C)CO)C(=O)c2cc(NC(=O)NC3CCCCC3)ccc2O[C@@H]1CN(C)CC1CCCCC1
 : 3.1	/
> Cc1cccc(C)c1OCC(O)CN1CCN(CCO)CC1 (stereo not drawn)
 : -0.3	-4
> C[C@@H]1CN([C@H](C)CO)C(=O)CCCn2cc(nn2)CO[C@@H]1CN(C)S(=O)(=O)c1ccc(-n2cccn2)cc1
 : 1.4	/
> C[C@H](CO)N1C[C@H](C)[C@H](CN(C)S(C)(=O)=O)Oc2cc(C3=CCCC3)ccc2S1(=O)=O
 : -6.2	-14
> Cc1nc(SCC(=O)c2cc3ccccc3oc2=O)c(C#N)c(C)c1C
 : 0.8	-14
> CC(C)NC(=O)N(C)C[C@@H]1Oc2cc(-c3ccncc3)ccc2S(=O)(=O)N([C@@H](C)CO)C[C@H]1C
 : 4.9	20
> CCCNC(=O)N[C@H]1CC[C@H](CC(=O)NC2CCC2)O[C@@H]1CO
 : 0.2	5
> CC(C)NC(=O)Nc1cccc2c1O[C@@H](CN(C)CC1CC1)[C@H](C)CN([C@@H](C)CO)C2=O
 : -0.6	/
> COC(=O)c1ccccc1NC(=O)COc1ccc2ccccc2c1Br
 : -0.6	21
> C[C@H]1CN([C@@H](C)CO)C(=O)c2ccccc2-c2ccccc2CO[C@H]1CN(C)S(=O)(=O)c1ccc(C(F)(F)F)cc1
 : /	-21
> COCCOC(=O)N1C(=O)[C@@]2(c3cc(C#Cc4ccc(OC)cc4)ccc31)[C@H](C(=O)N1CCN(c3ncccn3)CC1)[C@H]1C(=O)O[C@H](c3ccccc3)[C@H](c3ccccc3)N1[C@@H]2c1ccc(OCCO)cc1
 : 0.4	0
> C[C@@H]1CN([C@H](C)CO)C(=O)c2cc(-c3cccc(F)c3)cnc2O[C@@H]1CN(C)Cc1ccccc1
 : -0.1	6
> CN(C)CC(=O)N[C@@H]1CC[C@H](CCNC(=O)C2CCCCC2)O[C@H]1CO
 : 0.1	12
